BoNT-A LC inh2: inhibitors of Botulinum neurotoxin A light chain protease. inhibition, % at 10 µM. 360,000 compounds, 0.17% hits. multiplex microsphere protease substrate cleavage, flow cytometry. AID 588499; in the data active = inhibition above about 30%; inconclusive = no clear call, values can overlap the other calls; also: plate controls were buffer without enzyme for full effect and enzyme alone for no effect
BoNT-F LC inh: inhibitors of Botulinum neurotoxin F light chain protease. Multiplex microsphere protease cleavage assay, flow cytometry. inhibition, % at 10 µM. 360,000 compounds, 0.22% hits; in the data active = inhibition above about 35%, passing the limit was not always enough; inconclusive = no clear call, values can overlap the other calls; also: plate controls were buffer without enzyme for full effect and enzyme alone for no effect
CCHFV vOTU inh: CCHFV vOTU protease inhibition; Pep-AMC fluorescence; inhibition, % at 11.5 µM; 370,000 compounds, 0.55% hits; also: 0% = vehicle wells with enzyme and 100% = no enzyme wells
Mtb FBA inh: inhibitors of M. tuberculosis fructose-bisphosphate aldolase; purified M. tuberculosis FBA, fluorescence read-out; 360,000 compounds, 2.3% hits; inhibition, % at 1 µM; in the data active = inhibition above about 27%;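 also: 0% = vehicle and 100% = reference inhibitor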
Target sequence (P9WQA3 whole entry, looked up): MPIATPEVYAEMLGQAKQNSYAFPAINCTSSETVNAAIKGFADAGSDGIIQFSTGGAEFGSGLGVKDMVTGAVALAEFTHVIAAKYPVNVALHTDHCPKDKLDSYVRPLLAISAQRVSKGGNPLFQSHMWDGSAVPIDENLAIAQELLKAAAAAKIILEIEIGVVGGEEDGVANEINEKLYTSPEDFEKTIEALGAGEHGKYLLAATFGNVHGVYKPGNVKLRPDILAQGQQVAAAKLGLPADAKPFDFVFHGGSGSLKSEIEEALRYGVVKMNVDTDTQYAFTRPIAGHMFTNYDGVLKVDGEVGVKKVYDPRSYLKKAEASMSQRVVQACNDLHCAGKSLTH
BioA inh: inhibitors of Mycobacterium tuberculosis BioA enzyme; purified M. tuberculosis BioA enzyme, plate reader; inhibition, % at 9.99 µM; 360,000 compounds, 0.096% hits; in the data active = inhibition above about 40%; inconclusive = no clear call, values can overlap the other calls
GDH-TPI inh: inhibits GDH-TPI coupling enzymes, artifact for Mtb FBA screen | inhibition, % at 4.8 µM | GDH-TPI coupled enzyme counterscreen, NADH absorbance | 360,000 compounds, 1.2% hits;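 also: 0% = DMSO wells and 100% = wells lacking the enzyme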
PrPC TRFRET: inhibitors of human cell surface prion protein PrPC | P04156 | TR-FRET read-out | inhibition, % at 13.8 µM | 370,000 compounds, 0.43% hits | AID 720596; in the data active = inhibition above about 24%; also: 0% = median of the test wells and 100% = reference compound wells
FadD28 FP inh: M. tuberculosis FadD28 bisubstrate binding inhibition | FadD28 bisubstrate probe binding, fluorescence polarization | 360,000 compounds, 0.22% hits | inhibition, % at 12.5 µM | AID 588549; in the data active = inhibition above about 8.5%, passing the limit was not always enough; inconclusive = no clear call, values can overlap the other calls
Mtb UGM inh: inhibitors of M. tuberculosis UDP-galactopyranose mutase; P9WIQ1; purified UGM, fluorescence polarization probe displacement; inhibition, % at 10 µM; 320,000 compounds, 0.06% hits; in the data active = inhibition above about 10%, passing the limit was not always enough; inconclusive = no clear call, values can overlap the other calls
Target sequence (P9WIQ1 whole entry, looked up): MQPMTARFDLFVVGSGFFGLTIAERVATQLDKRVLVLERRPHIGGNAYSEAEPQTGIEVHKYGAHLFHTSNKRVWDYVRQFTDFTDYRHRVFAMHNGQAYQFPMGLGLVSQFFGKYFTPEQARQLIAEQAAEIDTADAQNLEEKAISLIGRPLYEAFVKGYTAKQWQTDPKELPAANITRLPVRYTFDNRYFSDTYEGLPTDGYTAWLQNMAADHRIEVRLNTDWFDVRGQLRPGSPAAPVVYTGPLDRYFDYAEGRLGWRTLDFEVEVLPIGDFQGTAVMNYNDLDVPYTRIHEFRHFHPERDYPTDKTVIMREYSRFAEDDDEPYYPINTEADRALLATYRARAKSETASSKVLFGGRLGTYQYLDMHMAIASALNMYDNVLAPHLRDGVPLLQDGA
The depositor's hits bear a star; u = inconclusive; x = not tested or not shown. Rule as the data show it, unless noted: active = inhibition above about 30%; inactive = the rest.

SMILES	BoNT-A LC inh2	BoNT-F LC inh	CCHFV vOTU inh	Mtb FBA inh	BioA inh	GDH-TPI inh	PrPC TRFRET	FadD28 FP inh	Mtb UGM inh
CCOC(=O)C1CCCN(Cc2nc(N)nc(Nc3ccccc3OC)n2)C1 (configuration not stated)	-0.1	-7.3	-5.4	4.8	-1.0	15.9	-5.8	-1.6	-0.4
CCOC(=O)N1CCN(S(=O)(=O)N2CCCC(C(=O)NCc3ccccc3Cl)C2)CC1 (configuration not stated)	0.9	1.5	11.4	1.3	-1.4	3.5	-1.2	0.2	-0.3
COc1ccc(CNC(=O)Cn2nnc(-c3ccc(NC(=O)C4CCCCC4)cc3)n2)cc1	-0.1	3.2	0.3	1.5	x	-2.3	11.8	-2.1	2.0
CCc1ccccc1NC(=O)CN1CCN(CC(=O)Nc2cc(C)ccc2OC)CC1	1.6	-0.2	-7.8	2.9	-0.5	0.0	9.3	-1.2	0.2
CC1CCCC(C)N1C(=O)COC(=O)c1cc(=O)[nH]c2ccccc12 (configuration not stated)	0.1	-1.0	-1.3	5.2	x	9.6	7.1	-1.3	-2.4
O=c1cccc2n1CC1CC2CN(c2ncnc3c2cnn3-c2ccc(Cl)cc2)C1 (configuration not stated)	0.1	-7.1	4.0	6.2	-1.3	-3.8	-4.8	-2.2	-2.1
CCc1nc2cccnc2n1-c1ccc(CC(=O)NC(C)CC)cc1 (configuration not stated)	-1.0	1.0	-8.1	-0.6	-0.6	17.2	2.1	-0.6	1.9
CCOC(=O)C(=O)N1CCN(c2cc3c(cc2[N+](=O)[O-])n(C)c(=O)n3C)CC1	-0.6	-8.5	3.2	-1.7	1.2	5.0	-9.3	1.1	1.1
O=C(COc1cccc(-n2cnnn2)c1)Nc1ccccc1	-1.3	-6.2	20.4	1.4	-0.7	5.8	2.9	0.3	-3.4
CC(C)c1ccc(OCC(O)CN2CCN(c3ccccn3)CC2)cc1 (configuration not stated)	-2.9	-3.4	18.1	0.3	2.1	3.4	4.0	-5.6	3.5
O=C(CCNC(=O)c1ccccc1Cl)Nc1cc(C(F)(F)F)ccc1N1CCCC1	1.3	5.8	20.9	2.9	-0.9	2.1	6.1	1.0	1.1
COc1ccc(CCNC(=O)CNCC2CCCO2)cc1OC (configuration not stated)	0.9	-6.5	-10.6	4.0	-2.5	2.5	-0.9	-2.3	-1.2
C=C(C)c1cccc(C(C)(C)NC(=O)Nc2ccc(Cl)cn2)c1	-0.1	-2.5	-5.8	-0.8	x	-4.3	4.2	-0.6	x
COc1ccc(C(=O)c2sc(Nc3ccccc3)nc2N)cc1OC	-1.0	12.3	1.8	-1.6	-0.3	14.0	-16.3	0.1	1.1
Clc1ccccc1CSc1nnc(-c2ccccn2)n1Cc1ccco1	-1.2	-7.1	9.1	0.4	2.6	5.0	5.6	-4.9	1.6

As entered above.
Under BoNT-A LC inh2, `COc1ccc(CCNC(=O)CNCC2CCCO2)cc1OC` (configuration not stated) is listed with 0.9
Under Mtb UGM inh, `CCOC(=O)C(=O)N1CCN(c2cc3c(cc2[N+](=O)[O-])n(C)c(=O)n3C)CC1` is listed with 1.1

Next part.
SMILES	BoNT-A LC inh2	BoNT-F LC inh	CCHFV vOTU inh	Mtb FBA inh	BioA inh	GDH-TPI inh	PrPC TRFRET	FadD28 FP inh	Mtb UGM inh
O=C(N/N=C/c1cn(-c2ccccc2)nc1-c1ccc(F)cc1)c1ccc2c(c1)OCO2	0.0	-8.6	11.6	-0.6	x	2.0	-2.0	-1.3	1.3
S=C1NC2=C(CCC/C2=C\c2ccc(Cl)cc2)C(c2ccc(Cl)cc2)N1 (configuration not stated)	-2.5	12.3	-0.2	0.0	0.5	2.3	6.2	-4.4	1.6
CC1CCc2[nH]c3ccc(C(=O)Nc4ccc(C(=O)N(C)C)cc4)cc3c2C1 (configuration not stated)	0.0	7.7	16.6	1.0	5.1	9.7	-4.5	-2.2	1.2
CCN(Cc1ccccc1)C(=O)CCCOc1ccccc1	-0.6	-2.8	-4.5	5.3	0.3	0.0	-0.4	-2.1	2.4
O=C(C1=C[C@@H](c2ccc(C(F)(F)F)cc2)C[C@@H](OCc2ccc(CO)cc2)O1)N1CCOCC1	-0.1	-3.4	-2.5	0.9	0.8	-7.4	0.4	-6.8	-3.7
COc1ccccc1CNC(=O)Cn1cc(Br)ccc1=O	-1.1	-30.8	1.4	-4.3	0.4	-2.5	0.8	-3.6	-0.5
CN=C(NC1CCCCC1)c1ccc(Cl)cc1	0.0	-5.0	-0.1	-1.7	-0.8	12.1	-1.7	0.7	-2.0
CCCSC1=N/C(=C\C=C\c2ccco2)C(=O)S1	0.0	-6.5	10.5	-1.0	x	10.6	2.1	14.9*	-1.6
Cc1noc(C)c1S(=O)(=O)N(CC(=O)NC1CCC(C)CC1)c1ccc(C(C)C)cc1 (configuration not stated)	1.4	1.6	12.1	5.0	-1.2	-4.3	-6.0	1.6	-1.8
CCCN1CCN(c2ncnc3scc(C4COc5ccccc5O4)c23)CC1 (configuration not stated)	-0.7	-8.5	-14.7	0.4	1.4	4.4	0.4	-1.5	2.5
CC(=O)Nc1cccc(N(C)S(C)(=O)=O)c1	1.2	2.1	-3.8	-2.0	-0.1	1.8	9.0	0.6	-0.4
c1ccc(NCc2ccccn2)cc1	-0.6	-1.8	-7.0	-0.2	x	3.5	3.2	1.6	-2.2
Cc1nc2ccccc2c2c1C(=O)N(C(C)C)C2=O	2.3	-1.6	-3.4	-1.6	x	4.1	5.3	-2.3	-1.4
Cc1nnc(SCC(=O)Nc2ccccc2)[nH]c1=O	-0.9	-9.9	-1.3	3.7	-0.4	4.5	1.5	0.8	2.1
O=C(c1ccc(=O)[nH]n1)N1CCN(S(=O)(=O)c2ccc3ccccc3c2)CC1	-0.3	-4.1	-10.6	5.0	-2.1	12.2	-3.7	-0.6	-0.6
CCOc1ccc(-c2cc(C(=O)NCCOC)[nH]n2)c(C)c1	-0.2	-3.1	-11.1	-3.4	-1.1	-1.8	-0.8	-4.1	x
O=C(OCc1nnc(-c2ccccc2)o1)c1cccc(S(=O)(=O)N2CCOCC2)c1	3.0	-1.4	2.0	0.9	0.9	5.2	-1.4	-1.3	1.2
N=C1C(c2nc3ccccc3s2)=C(O)CN1CCCO	0.0	-4.6	1.7	-0.6	-0.4	22.6	5.8	-2.1	-0.7
C=CCOc1ccc(CN(C)CC(O)COc2ccc(CCC(C)=O)cc2)cc1 (configuration not stated)	-3.3	-12.4	4.5	0.1	1.5	1.5	-19.2	-2.6	0.5
COc1ccc(Nc2nc3ccccc3nc2C)cc1	2.4	-5.2	12.2	1.2	4.7	11.3	3.1	-0.2	0.1
COc1ccc([C@H]2CC(=O)C=C(c3ccc4ccccc4c3)C2)cc1OC	0.2	-5.5	-11.6	-1.4	0.2	16.4	-0.8	-0.9	0.8
Cc1c(NC(=O)CN(c2ccccc2)S(=O)(=O)c2ccc(F)cc2)c(=O)n(-c2ccccc2)n1C	-0.3	4.8	-1.1	0.9	-0.7	-3.7	0.6	-0.8	-0.2
O=C(NC1=NCCS1)C1CCN(S(=O)(=O)c2cc([N+](=O)[O-])ccc2Cl)CC1	-0.3	-9.1	19.7	-1.1	2.7	3.5	-25.1	3.9	0.7
COc1ccc(Nc2nnc(-c3ccncc3)s2)cc1Cl	-3.0	-11.2	-8.4	-1.0	0.6	-6.6	-5.4	-1.6	0.2
N#Cc1c(NC(=O)c2ccc([N+](=O)[O-])o2)sc2c1CCC2	1.2	7.3	9.4	-8.1	-4.2	20.2	-10.9	1.4	-2.1
Cc1ccccc1OCCC(=O)OCC(=O)NC1CCCCC1	-1.9	-0.5	11.0	-4.9	0.1	0.0	-4.4	-2.9	-0.1
Cn1nccc1C(=O)N1CCCC(N2CCN(Cc3ccc4c(c3)OCO4)CC2)C1 (configuration not stated)	-0.2	5.4	-8.0	0.6	-0.7	6.2	-9.7	0.5	0.3
CCCCCc1ccc(OCCC[n+]2ccccc2)c(CCCCC)c1	-0.7	-13.3	8.3	0.3	x	16.0	7.7	-9.3	-2.6
CC(C)(C)NC(=O)/C(=C/c1ccco1)c1ccccc1	0.4	0.2	-3.1	2.5	-1.0	4.1	-8.1	-1.8	0.8
O=C(Nc1c(Cl)cc(Cl)cc1C(=O)NCC1CCCO1)c1ccco1 (configuration not stated)	0.5	10.5	4.5	1.6	-1.2	4.9	-0.9	-3.8	-3.6
COc1ccc(-c2ccc(C(=O)O)c(=O)[nH]2)cc1	0.2	-2.7	-75.7	71.2*	x	13.1	1.4	-0.7	-1.4
COc1ccc(CN(C)C(=O)Cc2ccc(OC)c(S(=O)(=O)N3CCOCC3)c2)cc1OC	-0.3	0.8	4.4	1.8	1.6	4.0	5.8	-2.0	-0.9
O=C(Nc1ccccc1F)C1CCN(S(=O)(=O)c2cccnc2)CC1	-1.2	6.5	8.2	2.4	0.0	6.0	4.4	0.5	0.6
CC(C)CN(CC(C)C)CC(O)CN(c1ccccc1)S(=O)(=O)c1ccccc1[N+](=O)[O-] (configuration not stated)	-0.5	-10.1	23.6	-5.0	-0.3	-15.0	-3.8	-2.8	-2.2
O=C(Cn1nnc(-c2ccccc2)n1)N1CCN(S(=O)(=O)c2ccc(Cl)cc2)CC1	0.4	1.3	14.7	-1.9	-2.1	11.8	3.0	-1.5	-0.3
CC(C)C(OC(=O)c1nsc(Cl)c1Cl)C(=O)NCc1ccc2c(c1)OCO2 (configuration not stated)	-1.6	-1.6	-3.6	0.6	x	14.2	1.4	-1.5	-2.5
COc1cc(OC)c(C2Nc3ccccc3NC3=C2C(=O)CC(C)(C)C3)cc1OC (configuration not stated)	-0.5	-18.8	-4.0	1.4	-2.3	6.9	-4.5	-3.9	1.6
CCC(C)N(C(=O)Cn1nnc(-c2ccc(Cl)cc2)n1)C1CCS(=O)(=O)C1 (configuration not stated)	-77.2	-132.9	1.1	2.6	-0.3	0.0	-6.1	0.6	-0.8
COc1ccc(NS(=O)(=O)c2cc(NC(=O)c3cc(=O)c4ccccc4o3)ccc2OC)cc1	-0.7	-4.6	2.1	2.5	x	8.0	3.4	0.2	1.5
O=c1c2oc3ccccc3c2ncn1Cc1ccccc1Cl	-0.1	-1.3	14.4	-0.5	-0.3	1.8	2.9	1.8	-3.1
S=c1[nH]nc(-c2cccs2)n1/N=C/c1cn(-c2ccccc2)nc1-c1ccc(Cl)cc1	-5.2	u	1.0	-4.4	-1.7	-4.7	-5.0	-4.5	-1.2
Nc1c(NC=O)c(=O)n(Cc2ccccc2)c(=O)n1Cc1ccccc1	0.4	5.3	-11.6	-0.6	x	-2.6	-6.9	-1.8	-0.9
Cc1c(NC(=O)c2cccc(F)c2)c(=O)n(-c2ccccc2)n1C	0.3	-7.3	-3.3	2.6	1.4	-5.8	3.0	-0.9	4.4
CCOC1=C2[C@@H](CN(S(=O)(=O)c3ccc(C)cc3)[C@H]2c2cccs2)[C@H]2C(=O)N(c3ccccc3)C(=O)[C@H]2C1	1.3	3.4	15.8	3.0	-2.0	x	10.6	-0.4	x
CCN(C(=O)COC(=O)c1c(C)c(-c2ccccc2)nc2ccccc12)C1CCS(=O)(=O)C1 (configuration not stated)	0.6	-1.9	-15.4	7.4	0.2	-8.2	-1.4	-3.8	-2.8

Arranged by count of non-hydrogen atoms (smallest number first): 4 of the compounds above.
SMILES	BoNT-A LC inh2	BoNT-F LC inh	CCHFV vOTU inh	Mtb FBA inh	BioA inh	GDH-TPI inh	PrPC TRFRET	FadD28 FP inh	Mtb UGM inh
O=c1c2oc3ccccc3c2ncn1Cc1ccccc1Cl	-0.1	-1.3	14.4	-0.5	-0.3	1.8	2.9	1.8	-3.1
Nc1c(NC=O)c(=O)n(Cc2ccccc2)c(=O)n1Cc1ccccc1	0.4	5.3	-11.6	-0.6	x	-2.6	-6.9	-1.8	-0.9
CCC(C)N(C(=O)Cn1nnc(-c2ccc(Cl)cc2)n1)C1CCS(=O)(=O)C1 (configuration not stated)	-77.2	-132.9	1.1	2.6	-0.3	0.0	-6.1	0.6	-0.8
CCOC1=C2[C@@H](CN(S(=O)(=O)c3ccc(C)cc3)[C@H]2c2cccs2)[C@H]2C(=O)N(c3ccccc3)C(=O)[C@H]2C1	1.3	3.4	15.8	3.0	-2.0	x	10.6	-0.4	x

Compound activity: PubChem BioAssay, several laboratories
